T cell modulator: T cell immune modulation candidate; actives 0.068% (n = 330,000); 2C CD8+ T cell-vesicle binding, flow cytometry; hits give low values; calls only at 7 µM;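 active means response, share of CD8 T cells binding vesicles, and their 90th percentile fluorescence all below set limits, cut at about 80% in these data, passing the limit was not always enough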
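Test system: purified 2C TCR transgenic mouse naive CD8+ T cells. Probe or stimulus: QL9-peptide-loaded Drosophila micro-vesicles bearing Ld, ICAM-1 and B7-1. Incubation: binding step 1.5 h, 37 °C, antibody labelling 20 min, ice. Measured by: flow cytometry of vesicle-bound cells.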
Hep lipid drop: hepatic lipid droplet formation modulation | AML12 mouse hepatocytes, oleate lipid droplets, BODIPY imaging | inhibition, % at 6.5 µM | actives 0.4% (n = 240,000) | AID 1656;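 active means lipid droplet intensity inhibited by at least 50%, with more than 500 cells counted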
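Material: mouse AML12 hepatocyte cell line, fixed after treatment; Timing: compound with oleate, overnight; Technique: high-content imaging of BODIPY-stained droplets and DAPI nuclei; Probe or stimulus: oleate, 100 µM final; Dosing: compound at 6.5 µM only.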
Salmonella PhoP GFP: inhibitors of PhoP regulon expression, primary screen, Salmonella Typhimurium, GFP reporter (AID 1863). S. Typhimurium PhoP-regulated promoter GFP reporter, 4 h; higher % means a stronger effect. inhibition, % at 50 µM, or IC50 in µM where a hit was titrated. actives 0.16% (n = 300,000);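 active means inhibition over 29.93%, a cutoff 3 SD above the screen mean, later confirmed by dose response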;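 further: 0% = low Mg2+ inducing control and 100% = high Mg2+ repressing control; strong numbers were not always called active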
Hep lipid drop cells 6.5 µM: also measured in Hep lipid drop; calls as there; cell count; measured here: cell count, cytotoxicity flag;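 cells counted across two imaged fields per well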
T cell modulator vesicle-bound %: recorded beside T cell modulator, whose call it bears; double positive events, %; measured here: CD8+ vesicle-bound cell fraction;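 binding gate set so that unloaded-vesicle control wells show 10% double positive cells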
Starred values were filed as active, the others as inactive; i = inactive. Some of the compounds tested, so the mix of outcomes need not match the whole.

Structure	T cell modulator	T cell modulator vesicle-bound %	Hep lipid drop	Hep lipid drop cells 6.5 µM	Salmonella PhoP GFP
CC1(C)CC(=O)C2=C(C1)c1c(ccc3ccccc13)NC2c1ccc(C(=O)O)cc1 (stereo not drawn)	i	56	-6	706	-6%
O=[N+]([O-])c1ncccc1OCc1ccc(Br)cc1F	i	26	-6	834	-2%
O=C(Nc1ccc(Oc2cccnc2)cc1)C1CCN(Cc2ccc(F)cc2)CC1	i	60	-18	639	0%
Cc1cccc(OCc2nn[nH]n2)c1C	i	64	4	781	-6%
CC1(C)CC(NC(=O)COc2ccc3c4c(c(=O)oc3c2)CCCC4)CC(C)(C)N1	i	34	15	733	-7%
Cc1cccn2c(=O)c(C=C(C#N)C#N)c(N3CCN(c4cccc(Cl)c4)CC3)nc12	i	33	19	844	7%
NS(=O)(=O)c1ccc(CCNC(=O)c2ccccc2OCc2ccc(F)cc2)cc1	i	19	-2	821	7%
CCOC(=O)c1c(NC(=O)CC)sc(C(=O)NC2CCCC2)c1C	i	16	-7	815	-1%
O=C(CSc1n[nH]c(-c2ccco2)n1)Nc1ccc(Br)cc1	i	69	1	792	2%
Cc1ccc(S(=O)(=O)NC(C)(C)CN2CCCCC2)cc1	i	59	3	822	0%
CN(C)c1ccc(CNS(=O)(=O)c2ccc3c(c2)NC(=O)CS3)cc1	i	37	6	780	8%
O=C1COc2ccc(S(=O)(=O)Nc3ccc(F)cc3)cc2N1	i	12	-51	700	-3%
O=C1[C@H]2[C@@H](c3ccc(F)cc3)N3C(=O)N(c4cccc(Cl)c4)C(=O)[C@@]3(Cc3ccc(Cl)cc3)[C@H]2C(=O)N1C1CCCCC1	i	35	-3	776	18%
COc1ccc(CNC(C)C23CC4CC(CC(C4)C2)C3)c(OC)c1OC (stereo not drawn)	i	41	14	736	10%
Cn1c(CNC(=O)c2ccco2)nnc1SCC(=O)c1ccc(Br)cc1	i	16	-5	779	-1%
Cc1ccc(CCS(=O)(=O)c2ccc(C(C)(C)C)cc2)cn1	i	66	-2	782	5%
O=C(Nc1ccccc1C(=O)Nc1ccccn1)c1cc(F)c(F)cc1Cl	i	56	-21	805	-3%
CCCc1cc(=O)oc2c(C)c(OCC(=O)Nc3ccc(CN4CCOCC4)cc3)ccc12	i	51	12	670	-12%
CC1CCc2sc(C(=O)N3CCN(c4ncccn4)CC3)cc2C1 (stereo not drawn)	i	38	-6	679	0%
N#Cc1c(Cl)nsc1NCCN1CCOCC1	i	47	-15	723	2%
Cc1cc(C(=O)N2CCCC(N3CCN(c4ccc(F)cc4)CC3)C2)no1 (stereo not drawn)	i	19	19	679	5%
O=C(NC(Cc1ccccc1)C(=O)O)OCC1c2ccccc2-c2ccccc21 (stereo not drawn)	i	51	4	803	3%
Cc1cc(NC(=O)c2ccc(Cl)c(S(=O)(=O)N3CCCCC3)c2)no1	i	9	1	832	0%
COc1cccc(C(=O)Nc2nnc(SCC(=O)NC3CCCC3)s2)c1	i	10	0	736	-4%
O=C(Nc1ccc(C(=O)N2CCCCC2)cc1)Nc1cccc(Cl)c1	i	10	2	780	-4%
CC1CCN(C(=O)CCNS(=O)(=O)c2ccc(Cl)cc2)CC1	i	9	-17	773	7%
COc1ccc(CNC(=O)CCc2nnc3ccc(NCCCN4CCCC4=O)nn23)cc1	i	30	-2	753	9%
COc1ccc(/C=N\NC(=O)c2ccccc2Br)cc1COc1c(F)c(F)cc(F)c1F	i	9	-17	825	4%
Cc1ccc(NC(=O)CCC(=O)NNC(=O)Nc2cccc(Cl)c2)c(C)c1	i	11	4	821	-3%
Cc1onc(-c2ccccc2)c1C(=O)Nc1nnc(CC(C)C)s1	i	27	-15	816	-9%

Another view of some results above:
> Cc1ccc(NC(=O)CCC(=O)NNC(=O)Nc2cccc(Cl)c2)c(C)c1
  T cell modulator = i; T cell modulator vesicle-bound % = 11; Hep lipid drop = 4; Hep lipid drop cells 6.5 µM = 821; Salmonella PhoP GFP = -3%
> O=C(NC(Cc1ccccc1)C(=O)O)OCC1c2ccccc2-c2ccccc21 (stereo not drawn)
  T cell modulator = i; T cell modulator vesicle-bound % = 51; Hep lipid drop = 4; Hep lipid drop cells 6.5 µM = 803; Salmonella PhoP GFP = 3%

(listing goes on)
Structure	T cell modulator	T cell modulator vesicle-bound %	Hep lipid drop	Hep lipid drop cells 6.5 µM	Salmonella PhoP GFP
CCOc1ccccc1CNS(=O)(=O)c1cc(-c2cc(C)no2)ccc1C	i	28	-2	737	4%
Nc1ncc2c(n1)CCN(c1ccc([N+](=O)[O-])cc1)C2	i	22	-14	814	-1%
O=C(O)c1ccc(/C=N/NC(=O)C(O)(c2ccccc2)c2ccccc2)cc1	i	50	1	830	-1%
Cc1ccc(CNC(=O)c2ccc(Cn3cc(-c4ccc(C)cc4)nc3-c3ccncc3)cc2)cc1	i	58	-3	725	3%
O=C(C[n+]1cccc(Br)c1)c1ccc(-c2ccccc2)cc1	i	54	-2	789	4%
Cc1cc2occ(CC(=O)NC3(C)CCS(=O)(=O)C3)c2cc1C (stereo not drawn)	i	65	-20	798	0%
CCN(Cc1ccncc1)C(=O)Cc1cccs1	i	38	6	859	-5%
CCn1cc(S(=O)(=O)NCCc2ccc(OC)c(OC)c2)cn1	i	7	-2	848	-5%
CCc1nnc(NC(=O)CCC(=O)Nc2ccc(Cl)cc2)s1	i	31	22	672	2%
COc1ccccc1N1CCN(C(=O)c2ccc(N3CCCCS3(=O)=O)cc2)CC1	i	19	8	752	-4%
O=C(O)c1nn(CCOc2c(Cl)cccc2Cl)c(=O)c2ccccc12	i	31	-9	837	-2%
CCCc1cc(NCCCN(C)C)n2c(nc3ccccc32)c1C#N	i	30	15	760	-5%
COc1ccc(S(=O)(=O)N2CCN(C(=O)C3CCCO3)CC2)cc1 (stereo not drawn)	i	6	-19	627	-4%
CC12CCC(C(=O)NNC(=O)c3ccc(Br)cc3)(OC1=O)C2(C)C (stereo not drawn)	i	10	-6	668	-5%
COc1ccc(-c2nc(N)nc(C)c2-c2ccc(Cl)cc2)c(O)c1	i	21	-3	812	4%
COc1cccc(CN2CCN(C(c3ccccc3)c3ccccc3)CC2)c1O	i	17	-22	786	0%
COc1ccc(C(=O)NCCN2CCCC2)cc1	i	43	-9	823	-5%
CC(C)(C)CN1CCN(Cc2cc3ccccc3[nH]2)CC1CCO (stereo not drawn)	i	50	-2	767	-2%
COc1ccc(C(=O)NCc2nnc(SCC(=O)NCc3ccco3)o2)cc1OC	i	48	10	717	-4%
COc1ccccc1NC(=O)Cc1ccc(-c2ccccc2)cc1	i	22	-8	782	1%

A run of entries from further up:
Structure	T cell modulator	T cell modulator vesicle-bound %	Hep lipid drop	Hep lipid drop cells 6.5 µM	Salmonella PhoP GFP
O=C(O)c1nn(CCOc2c(Cl)cccc2Cl)c(=O)c2ccccc12	i	31	-9	837	-2%
CCCc1cc(NCCCN(C)C)n2c(nc3ccccc32)c1C#N	i	30	15	760	-5%

(next part)
Screens in order – T cell modulator, T cell modulator vesicle-bound %, Hep lipid drop, Hep lipid drop cells 6.5 µM, Salmonella PhoP GFP
Fc1cccc(/C=N/Nc2nccnc2Cl)c1
    i, 36, 0, 831, 6%
CCOC(=O)c1c(SC)n(-c2ccccc2)c(=S)n(-c2ccccc2)c1=O
    i, 26, 2, 732, -2%
O=C(O)Cn1cc(/C=N/Nc2ccc([N+](=O)[O-])cn2)c2ccccc21
    i, 12, -2, 849, 10%
COc1ccccc1CNC(=O)Cn1c(=O)c2cccn2c2cccnc21
    i, 49, -2, 713, 7%
CCOc1ccc(NC(=O)C2CCN(S(=O)(=O)c3ccc4c(c3)NC(=O)C(C)S4)CC2)cc1 (stereo not drawn)
    i, 15, -8, 702, -5%
O=C(c1ccccc1)N1N=C(c2ccccc2O)CC1c1ccc(Br)cc1 (stereo not drawn)
    i, 44, 2, 868, 23%
COc1ccc(S(=O)(=O)N(Cc2ccccc2)c2ccccc2C(=O)N2CCOCC2)cc1
    i, 18, -3, 824, -4%
COc1ccccc1-c1nnc(NC(=O)c2ccc(S(=O)(=O)N3CCOCC3)cc2)o1
    i, 5, -11, 658, -6%
COc1ccc(S(=O)(=O)NC2CCc3ccccc32)cc1OC (stereo not drawn)
    i, 15, -20, 841, 5%
CCOC(=O)C1CCN(C(=O)CN2C(=O)c3cccnc3Oc3ccc(C)cc32)CC1
    i, 39, 0, 724, 1%

Looked up above.
`CC1(C)CC(NC(=O)COc2ccc3c4c(c(=O)oc3c2)CCCC4)CC(C)(C)N1` in Hep lipid drop has 15
`COc1cccc(C(=O)Nc2nnc(SCC(=O)NC3CCCC3)s2)c1` in Hep lipid drop cells 6.5 µM has 736

Carrying on:
Screens in order – T cell modulator, T cell modulator vesicle-bound %, Hep lipid drop, Hep lipid drop cells 6.5 µM, Salmonella PhoP GFP
COc1ccc(-n2c(C)nnc2SCC(=O)Nc2ccccc2F)cc1
    i, 25, -2, 799, -11%
NC(=O)c1nn(Cc2ccccc2)c(=O)c2ccccc12
    i, 30, 12, 797, -4%
Cc1ccc(C(C(=O)NC2CCCCC2)N(CCCN2CCOCC2)C(=O)c2snc(C(N)=O)c2N)cc1 (stereo not drawn)
    i, 36, -3, 788, 6%
CSc1ncccc1C(=O)NC1CCCc2c1cnn2-c1ccc(C)c(C)c1 (stereo not drawn)
    i, 59, -1, 816, -1%
O=C(CCNC(=O)c1ccccc1Cl)Nc1cc(C(F)(F)F)ccc1N1CCCC1
    i, 21, -14, 852, -1%
CN(C)CCN(C(=O)C1=COCCO1)c1nc2ccc(Cl)cc2s1
    i, 66, 2, 862, -10%
S=C(NCCc1cccc(Cl)c1)NCc1ccccc1
    i, 8, -8, 713, -1%
CC(c1nnc(SCC(=O)Nc2cc([N+](=O)[O-])ccc2F)n1Cc1ccccc1)N(C)C (stereo not drawn)
    i, 32, -24, 768, 5%
O=C(CNC(=O)c1ccccc1Br)N/N=C/c1cccnc1
    i, 3, 22, 754, -11%
O=C(CSc1nnc(-c2ccncc2)s1)Nc1ccc(Cl)c(C(=O)O)c1
    i, 8, -3, 727, -7%
Cc1ccc(CCNC(=O)CS(=O)Cc2nc(-c3ccccc3Cl)oc2C)cc1 (stereo not drawn)
    i, 8, -35, 681, -3%
COc1ccc(S(=O)(=O)N2CCN(C(c3ccccc3)c3ccccc3)CC2)cc1NC(C)=O
    i, 72, -6, 722, -4%
O=C(CN(c1ccccc1)S(=O)(=O)c1ccc(F)cc1)NC1CCCCCC1
    i, 51, -14, 689, -7%
Cc1ccc(S(=O)(=O)NC(C)C(=O)N2CCOCCOCCOCC2)cc1 (stereo not drawn)
    i, 45, -22, 778, 4%
CCOc1ccc(CN2CCNC(=O)C2CC(=O)NC2CCOCC2)cc1 (stereo not drawn)
    i, 16, 5, 862, 0%
C/C(=N\NC(=O)c1ccc(F)cc1)c1ccccn1
    i, 25, -280, 492, 8%
Cc1cc(OCC(=O)N(C)Cc2ccccc2)ccc1Br
    i, 57, -8, 757, 10%
COc1cc(CNCc2ccc(C(=O)O)cc2)ccc1OCc1ccc(F)cc1
    i, 48, 2, 808, 0%
CC(C)C[C@H](NC(=O)c1nc[nH]c1C(=O)N[C@@H](CC(C)C)C(=O)OC(C)(C)C)C(=O)OCc1ccccc1
    i, 40, -13, 801, 5%
Cn1c(=O)n(C)c2cc(NC(=O)c3ccc(F)cc3)c(Br)cc21
    i, 60, 0, 871, 1%
Cc1ccc(OCC(=O)NCCNC(=O)c2ccccn2)cc1
    i, 34, 24, 831, 5%
COc1ccccc1C(=O)NC(=S)Nc1cccc2cc(O)ccc12
    i, 6, -6, 698, 5%
CCc1cc(=O)oc2cc(OCC(=O)NCCCN3CCCC3=O)ccc12
    i, 23, -5, 680, 4%
CC(NC(=O)CCc1nc2cc(S(=O)(=O)N3CCOCC3)ccc2n1C)c1ccc(S(N)(=O)=O)cc1 (stereo not drawn)
    i, 60, 7, 686, -7%
O=C(CSc1cn[nH]n1)Nc1nc2ccccc2s1
    i, 50, -3, 797, -2%
O=C1Nc2cc(C(=O)NCCN3CCCCCC3)ccc2S/C1=C\c1ccccc1
    i, 31, -8, 668, 4%
O=C(NC1CCCN(Cc2ccccc2F)C1)c1cccs1 (stereo not drawn)
    i, 9, -18, 595, 1%
O=C(c1ccc(CS(=O)Cc2ccccc2Cl)o1)N1CCN(C2CCCCC2)CC1 (stereo not drawn)
    i, 10, -7, 738, -6%
Cc1cc(C)c(C)c(S(=O)(=O)N2CCN(c3ncnc4sc(C)c(C)c34)CC2)c1C
    i, 6, -25, 758, -2%
CC(Sc1nnc(COc2ccc(Cl)cc2)n1-c1ccccc1)C(=O)O (stereo not drawn)
    i, 40, 2, 801, -4%
CC(=O)c1cccc(N(CC(=O)NC2CCCCC2)C(=O)c2csnn2)c1
    i, 18, 3, 795, 3%
Cc1ccc(Cn2c(CCC(=O)O)nc3ncccc3c2=O)cc1
    i, 20, 8, 827, 11%
Cc1ccc(OCc2cc(C(=O)N3CCCC(O)C3)no2)cn1 (stereo not drawn)
    i, 27, 11, 633, 0%

High-throughput results from PubChem BioAssay.
